ANO1 activ – activators or potentiators of mouse TMEM16A chloride channel; Q8BHY3; HEK293 TMEM16A/YFP-H148Q/I152L, iodide quench fluorescence; hits give low values; B-score at 10 µM; actives 0.3% (n = 340,000); AID 623877;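 active = fluorescence-ratio B-score plate-corrected deviation score at least 3 library SD below zero, with starting fluorescence score within 5 deviations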;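 note: channel opened by trigger with iodide after compound preincubation; score built on the fluorescence ratio of max minus min over baseline; more negative score means more quench and so TMEM16A activation or potentiation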
TRPC6 activator – activates the mouse TRPC6 cation channel; HEK293-TRPC6 membrane potential dye fluorescence; hits give high values; Q61143; actives 0.13% (n = 310,000); B-score at 10 µM;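 active = B-score of the integrated fluorescence ratio above library mean plus 3 SD, and starting fluorescence ratio within library mean plus 5 SD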;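 note: higher score means more depolarization so channel activation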
MrgX1 ag – agonists of human MrgX1 receptor. Q96LB2. MrgX1-HEK293 cells, Fluo-4 calcium fluorescence, agonist mode; hits give high values. B-score at 10 µM. actives 0.44% (n = 310,000);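 active = calcium response B-score plate-corrected fluorescence ratio at least 3 library SD, with starting fluorescence B-score inside 5 SD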
Target sequence (Q96LB2 whole entry, looked up): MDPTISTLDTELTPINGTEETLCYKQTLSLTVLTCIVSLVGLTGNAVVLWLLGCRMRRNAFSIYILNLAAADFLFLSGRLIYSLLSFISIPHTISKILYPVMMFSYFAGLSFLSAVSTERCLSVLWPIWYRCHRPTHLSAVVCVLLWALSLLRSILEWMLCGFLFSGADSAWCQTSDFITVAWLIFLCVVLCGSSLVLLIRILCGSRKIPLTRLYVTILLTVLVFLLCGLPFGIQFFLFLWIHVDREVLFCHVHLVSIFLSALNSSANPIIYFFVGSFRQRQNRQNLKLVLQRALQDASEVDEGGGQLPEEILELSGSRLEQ
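Material – MrgX1-expressing HEK293 cells · Input – 15,000 cells seeded per well · Dosing – compound as first of three additions · Times – overnight seeding, then 1 h dark dye loading · Measured by – kinetic Fluo-4 NW fluorescence of intracellular calcium · Read-out – B-scored fluorescence response ratio · Benchmarks – positive and negative control wells on each plate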
SKKanGAS inh – inhibitors of SKKanGAS S. pyogenes growth in kanamycin (SK-promoter or general growth effect) | inhibition, % at 7.5 µM | BacTiter-Glo, 6 h | actives 1.3% (n = 300,000);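 active = mean replicate score, as percent of positive control median, at least 50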;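 note: strain carries kanamycin resistance gene driven by streptokinase promoter and grows in 40 µg/ml kanamycin; loss of luminescence reflects streptokinase promoter inhibition or plain growth inhibition; 0% = median of DMSO wells and 100% = positive control at its reference dose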
HDAC3 inh – blocks human histone deacetylase 3. O15379. recombinant HDAC3, fluorogenic peptide/trypsin coupled, fluorescence. inhibition, % at 8.3 µM. actives 0.15% (n = 320,000); in the data active = inhibition above about 26%, passing the limit was not always enough
Target sequence (O15379 whole entry, looked up): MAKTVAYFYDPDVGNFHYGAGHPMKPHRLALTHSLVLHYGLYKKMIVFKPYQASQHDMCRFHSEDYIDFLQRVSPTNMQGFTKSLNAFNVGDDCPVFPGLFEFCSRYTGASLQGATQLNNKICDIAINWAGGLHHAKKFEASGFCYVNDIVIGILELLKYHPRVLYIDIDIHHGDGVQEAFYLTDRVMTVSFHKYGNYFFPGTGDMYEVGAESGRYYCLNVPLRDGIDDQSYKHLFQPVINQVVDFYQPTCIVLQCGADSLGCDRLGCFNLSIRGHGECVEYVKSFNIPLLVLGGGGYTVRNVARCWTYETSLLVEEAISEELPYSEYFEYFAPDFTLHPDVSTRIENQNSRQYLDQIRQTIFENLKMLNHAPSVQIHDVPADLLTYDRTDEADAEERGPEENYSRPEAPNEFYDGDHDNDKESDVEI
MrgX1 allo act – allosterically activates human MrgX1 receptor signaling. MrgX1-HEK293, Fluo-4 calcium flux, FDSS; hits give high values. B-score at 10 µM. actives 0.63% (n = 310,000). AID 588675;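 active = plate-corrected calcium response at least 3 library SD above typical, normal starting fluorescence, not activating the receptor alone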;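 note: compound read alongside a low EC10 to EC30 dose of BAM8-22 agonist; peak minus trough fluorescence over baseline measured at the second addition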
TMEM16A inh – mouse TMEM16A channel inhibition, primary screen; HEK293 TMEM16A/YFP iodide influx fluorescence, ionomycin; normalized B-score (activity score, 25-100; higher = stronger inhibition) at 10 µM; AID 588511; actives 1.2% (n = 310,000);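 active = ratio plate-corrected score three or more library SD toward inhibition, starting fluorescence score within five deviations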;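 note: score derived from kinetic fluorescence span divided by baseline fluorescence per well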
MrgX1 antagonist – human MrgX1 receptor antagonism, primary screen; B-score at 10 µM; actives 1.3% (n = 310,000); MRGX1-HEK293 calcium flux, Fluo-4, BAM8-22 antagonism; hits give low values;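 active = calcium-response B-score plate-corrected more than 3 library SD below zero, starting fluorescence within 5 deviations, no agonist response on first addition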;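 note: peak minus trough fluorescence over baseline after final BAM8-22 challenge near maximal dose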
RGS4 pot – potentiators or activators of RGS4; HEK293 M3R/inducible RGS4, carbachol calcium flux Fluo4; hits give low values; B-score at 10 µM; actives 0.92% (n = 310,000); AID 463111;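 active = B-score of the integrated calcium signal more than 4 SD below the library mean, with starting fluorescence not abnormally high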;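 note: negative B-score means reduced calcium response which marks RGS4 activation or potentiation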
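Detection: kinetic calcium fluorescence imaging with Fluo4-AM dye, 2 µM / Material: HEK293 cells with stable M3R and inducible RGS4 / Schedule: recording 10 s baseline at 1 Hz, 100 s post-agonist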
TRPC6 inh – inhibitors of mouse TRPC6 channel; B-score at 10 µM; HEK293-TRPC6, membrane potential dye, ACh-evoked depolarization; hits give low values; actives 1.1% (n = 310,000);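 active = B-score under library mean minus 3 SD, initial fluorescence not abnormally high, positive integrated signal ratio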;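 note: B-score derived from integrated fluorescence ratio over the kinetic read; more negative B-score means stronger inhibition of depolarization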
RGS4 inh – inhibitors of human RGS4 | AID 463165 | HEK293 M3R/RGS4 inducible, Fluo-4 calcium flux; hits give high values; triggered by carbachol at its EC20 | B-score at 10 µM | actives 0.45% (n = 310,000) | P49798;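 active = B-score, a plate-corrected calcium signal, over three deviations above library mean, with baseline fluorescence within five deviations of library mean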;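 note: RGS4 expression induced by doxycycline in cells with stable M3 receptor; B-score is computed from the integrated fluorescence ratio over baseline after carbachol; higher B-score means a larger calcium signal and so more RGS4 inhibition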
Target sequence (P49798 whole entry, looked up): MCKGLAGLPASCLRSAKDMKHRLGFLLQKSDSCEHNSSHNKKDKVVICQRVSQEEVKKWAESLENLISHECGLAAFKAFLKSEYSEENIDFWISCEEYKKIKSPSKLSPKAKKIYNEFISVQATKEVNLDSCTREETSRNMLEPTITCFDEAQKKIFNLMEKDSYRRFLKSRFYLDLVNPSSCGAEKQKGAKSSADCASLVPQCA
Numbers without * were called inactive; i = inactive; / = no result given.

| Compound | ANO1 activ | TRPC6 activator | MrgX1 ag | SKKanGAS inh | HDAC3 inh | MrgX1 allo act | TMEM16A inh | MrgX1 antagonist | RGS4 pot | TRPC6 inh | RGS4 inh |
| --- | --- | --- | --- | --- | --- | --- | --- | --- | --- | --- | --- |
| Cc1cc(Br)ccc1NC(=O)CN(C)C(=O)COc1cccc2c1OC(C)(C)C2 | i | i | i | -14 | 4 | i | i | i | i | i | i |
| O=C(C1CCN(S(=O)(=O)c2cccnc2)CC1)N1CCN(C2CCCC2)CC1 | i | i | i | -1 | -3 | i | i | i | i | i | i |
| CC(C)CNc1nc2c(c(=O)n(C)c(=O)n2C)n1Cc1cccc(Br)c1 | i | i | i | -3 | 3 | i | i | i | i | i | i |
| COCCCn1nnnc1SCC(=O)Nc1nc(C)c(C)s1 | i | i | i | 3 | 4 | i | i | i | i | i | i |
| Cc1nnc(SCC(=O)Nc2nc(-c3ccc(F)cc3)cs2)[nH]c1=O | i | i | i | 1 | 0 | i | i | i | i | i | i |
| CC1(C)CC(=O)C2=C(C1)OC(N)=C(C#N)C2C#Cc1ccccc1 (stereo not drawn) | i | i | 53* | 3 | -8 | i | i | i | i | i | i |
| CC(C)NC(=O)CCCN1C(=O)c2ccccc2Sc2ncccc21 | i | i | i | 1 | -4 | i | i | i | i | i | i |
| Cc1onc(-c2ccccc2)c1C(=O)NC(=S)NNC(=O)c1ccc(O)cc1O | i | i | i | 80* | 3 | i | i | i | i | i | i |
| COC(=O)c1ccc2ccccc2n1 | / | i | i | 2 | 2 | i | i | i | i | i | i |
| Nc1nn(-c2ccccc2)c(N)c1N=Nc1ccccc1 | i | i | i | 2 | 5 | i | i | i | i | i | i |
| COC(=O)[C@H]1[C@H](c2ccccc2)[C@H](C(=O)OC)O[C@H]1c1ccccc1 | i | i | i | 3 | 1 | i | i | i | i | i | i |
| Oc1ccccc1CNCc1ccccc1 | i | i | i | / | -4 | i | i | i | i | i | i |
| COCC(C)NC(=O)Cc1ccc(Cl)cc1 (stereo not drawn) | i | i | i | -6 | 0 | i | i | i | i | i | i |
| CCN(CC)C(=O)Cn1cc(S(=O)(=O)CC(=O)Nc2ccc3c(c2)OCCO3)c2ccccc21 | i | i | i | -2 | -5 | i | i | i | i | i | i |
| COc1ccccc1NC(=O)C(=O)NCC(c1ccco1)N1CCc2ccccc21 (stereo not drawn) | i | i | i | 10 | -2 | i | i | i | i | i | i |
| Cc1ccc(N(CC(=O)N/N=C/c2cccnc2)S(=O)(=O)c2ccccc2)cc1 | i | i | i | -8 | -7 | i | i | i | i | i | i |
| O=C(NNc1ccccn1)C(=O)NNS(=O)(=O)c1ccc(F)cc1 | i | i | i | 7 | -4 | i | i | i | i | i | i |
| COc1ccc(C2CC(c3ccccc3)=NN2S(=O)(=O)c2ccc(C)cc2)c(OC)c1 (stereo not drawn) | i | i | i | 0 | 6 | i | i | i | i | i | i |
| C=CCn1c(SCC(=O)c2cccs2)nc2sc(C)cc2c1=O | i | i | i | 7 | -2 | i | i | i | i | i | i |
| CC(NC(=O)CSc1ncnc2nc[nH]c12)c1ccccc1 (stereo not drawn) | i | i | i | 13 | -5 | i | i | i | i | i | i |
| O=C(CSc1nnc2ncccn12)Nc1cccc2ccccc12 | i | i | i | 1 | 9 | i | i | i | i | i | i |
| CC(C)(C)NC(=O)CN(Cc1cccs1)C(=O)CCC(=O)Nc1nccs1 | i | i | i | -2 | -1 | i | i | i | i | i | i |
| CCCNC(=O)C1(CC2CC(c3ccccc3)=NO2)CCNCC1 (stereo not drawn) | i | i | i | -4 | -1 | i | i | i | i | i | i |
| Cc1cccc(C(=O)NCC(=O)NCC(c2cccs2)N2CCOCC2)c1 (stereo not drawn) | i | i | i | 0 | 0 | i | i | i | i | i | i |
| O=C(O)C1CC=CCC1C(=O)Nc1ccccc1C(=O)N1CCN(c2ccccc2)CC1 (stereo not drawn) | i | i | i | 4 | -4 | i | i | i | i | i | i |
| Cc1[nH]c2ccc(F)cc2c1CCN1C(=O)OC(C)(C)C1(C)O (stereo not drawn) | i | i | i | 15 | 0 | i | i | i | i | i | i |
| COc1ccc(C2=NN(C(=O)CSc3nc4ccccc4s3)C(c3ccc(OC)cc3)C2)cc1 (stereo not drawn) | i | i | i | 9 | 9 | i | i | i | i | i | i |
| O=C(c1ccc(NS(=O)(=O)c2cccs2)cc1)N1CCN(c2ccccc2Cl)CC1 | i | i | i | 30 | 5 | i | i | i | i | i | i |
| FC(F)(F)c1cccc(/C=N/NC(=S)NC2CCCCC2)c1 | i | i | i | 2 | 7 | i | i | i | i | i | i |
| Cc1nn(CC(=O)Nc2cccc(C(F)(F)F)c2)c(=O)c2cccn12 | i | i | i | -2 | 3 | i | i | i | i | i | i |
| COc1ccc(CC(=O)NCC2(c3ccc(OC)c(OC)c3)CCCC2)cc1 | i | i | i | -2 | -1 | i | i | i | i | i | i |
| CC(C)CC(=O)Nc1ccc2nn(-c3ccccc3)nc2c1 | i | i | i | -5 | -55 | i | i | i | i | i | i |
| C=CCNC(=O)C1CCC(CNc2nc(=S)[nH]c3ccccc23)CC1 (stereo not drawn) | i | i | i | -1 | 9 | i | i | i | i | i | i |
| O=C(NCc1ccc(Cl)cc1)C1CCCN1C(=O)Nc1ccc(F)cc1 (stereo not drawn) | i | i | i | 3 | 3 | i | i | i | i | i | i |
| CCc1nnc(NC(=O)C2CC(=O)N(CCc3ccccc3)C2)s1 (stereo not drawn) | i | i | i | -7 | -1 | i | i | i | i | i | i |
| CCCC(=O)Nc1ccc(S(=O)(=O)Nc2cc(OC)nc(OC)n2)cc1 | i | i | i | -1 | -10 | i | i | i | i | i | i |
| N#CCC(=O)N/N=C/c1cc([N+](=O)[O-])ccc1N1CCOCC1 | i | i | i | 4 | 4 | i | i | i | i | i | i |
| CC(C)NC(=O)c1c(CSc2ccc(Cl)cc2)noc1C(=O)NCc1ccccc1 | i | i | i | 30 | 2 | i | i | i | i | i | i |
| CCCCn1nnc(NC(=O)c2ccco2)n1 | i | i | i | 1 | 7 | i | i | i | i | i | i |
| COc1ccc(C2=NNC(c3cccnc3)=Nc3ccc(OC)cc32)cc1 | i | i | i | -1 | 2 | i | i | i | i | i | i |
| CS(=O)(=O)c1ccccc1C(=O)Nc1cccc(-c2nc3ccccc3o2)c1 | i | i | i | -2 | -6 | i | i | i | i | i | i |
| Cc1cccc(-c2nc3ccccc3c(=O)[nH]2)c1 | i | i | i | 0 | 1 | i | i | i | i | i | i |
| Cc1ccc(S(=O)(=O)N2CCCCC2)cc1NC(=O)CSc1nnnn1C | i | i | i | -1 | 0 | i | i | i | i | i | i |
| CNC1=C([N+](=O)[O-])CC([N+](=O)[O-])=C(N2CCNCC2)N1C | i | i | i | -8 | 5 | i | i | i | i | i | i |
| CSCC[C@H](NC(=O)N1CCn2c1nc1ccccc12)C(=O)NCc1ccc(C)cc1 | i | i | i | -1 | 3 | i | i | i | i | i | i |
| O=C(Nc1ccc(S(=O)(=O)Nc2nccs2)cc1)c1ccc(S(=O)(=O)N2CCOCC2)cc1 | i | i | i | 0 | 8 | i | i | i | i | i | i |
| COC(=O)CN1CCN(C(c2ccccc2)c2ccccc2)CC1 | i | i | i | -13 | 3 | i | i | i | i | i | i |
| C=CCn1c(SCC(=O)NCc2ccco2)nc2sc3c(c2c1=O)CCC3 | i | i | i | -2 | 4 | i | i | i | i | i | i |
| COc1ccccc1-c1noc(CCCC(=O)NC2CCCCC2)n1 | i | i | i | -1 | 4 | i | i | i | i | i | i |
| CCN(CC(=O)NCc1cccs1)C(=O)c1cccc(S(=O)(=O)Nc2ccccc2OC)c1 | i | i | i | 28 | -2 | i | i | i | i | i | i |
| Cc1cccc(-c2noc(CCC(=O)NCCc3ccccc3)n2)c1 | i | i | i | -5 | -5 | i | i | i | i | i | i |
| O=C(CCC(=O)N(c1ccccc1)C(C(=O)NC1CCCC1)c1ccncc1)Nc1cccnc1 (stereo not drawn) | i | i | i | -2 | 2 | i | i | i | i | i | i |
| CCCCn1c(=O)[nH]c(=O)c2c1nc(-c1ccsc1)n2Cc1ccccc1 | i | i | i | 5 | 8 | i | i | i | i | i | i |
| O=C(CSc1ccc2c(c1)OCCO2)Nc1ccc(Br)cc1 | i | i | i | 3 | 8 | i | i | i | i | i | i |
| Cc1nc(C)c(C(=O)NNC(=O)Nc2ccc(Cl)cc2)s1 | i | i | i | -10 | 0 | i | i | i | i | i | i |
| CN1CCN(C(=O)CN(C)S(=O)(=O)c2ccc(F)cc2)CC1 | i | i | i | 1 | 5 | i | i | i | i | i | i |
| Cc1nnc(NC(=O)CSc2nnc(-c3ccccc3)n2C)s1 | i | i | i | -1 | 2 | i | i | i | i | i | i |
| O=C(NCCCn1ccnc1)C1CC(c2ccccc2Cl)=NO1 (stereo not drawn) | i | i | i | 1 | -3 | i | i | i | i | i | i |
| CCOc1ccc(NC(=O)CC2C(=O)N(CC)C(=S)N2CCN2CCOCC2)cc1 (stereo not drawn) | i | i | i | -1 | 3 | i | i | i | i | i | i |
| COc1cccc(-c2ccc(C#N)c(SCC(=O)NCCc3cccc(Cl)c3)n2)c1 | i | i | i | -13 | -6 | i | i | i | i | i | i |

Next part:
| Compound | ANO1 activ | TRPC6 activator | MrgX1 ag | SKKanGAS inh | HDAC3 inh | MrgX1 allo act | TMEM16A inh | MrgX1 antagonist | RGS4 pot | TRPC6 inh | RGS4 inh |
| --- | --- | --- | --- | --- | --- | --- | --- | --- | --- | --- | --- |
| CCOC(=O)c1oc2ccccc2c1NC(=O)C1CCCCC1 | i | i | i | -6 | -3 | i | i | i | i | i | i |
| COc1ccc2[nH]c(=O)c(CN(Cc3cccnc3)C(=O)Nc3ccccc3)cc2c1 | i | i | i | 1 | 0 | i | i | i | i | i | i |
| CSc1ccc(/C=N/N2CCN(Cc3ccccc3Cl)CC2)cc1 | i | i | i | 4 | 2 | i | i | i | i | i | i |
| CCOC(=O)c1cc(C)nc(Sc2ccc(C)cc2)c1C#N | i | i | i | -3 | 5 | i | i | i | i | i | i |
| CCn1c(C(C)C)n[nH]c1=S | i | i | i | -6 | -6 | i | i | i | i | i | i |
| Cc1ccc(-c2nnc(-c3cccc(Br)c3)o2)cc1 | i | i | i | -5 | 2 | i | i | i | i | i | i |

Screening results as filed in PubChem BioAssay.
